# MPTP inh: blocks calcium-induced mitochondrial swelling; isolated mouse mitochondria, Ca2+ swelling absorbance, 30 min; inhibition, % at 10 µM; 360,000 tested, 1.4% active; AID 602449;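 active = inhibition of 50% or more, scaled per plate between neutral and stimulator controls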;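 note: 0% = DMSO wells given calcium and 100% = 1 mM EGTA wells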
# NR3A LBD binder: NR3A (human) ligand-binding domain modulation. NR3A LBD differential scanning fluorimetry, Tm shift; 0% = protein alone, 100% = glycine-bound protein. Tm shift relative to glycine control, % at 25 µM. 340,000 tested, 2.5% active;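 active = melting temperature shift of at least 10% of the positive control shift, at one fixed dose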
# NLRP3 yeast inh: inhibitors of NALP3 inflammasome in yeast | Yeast reconstituted NLRP3/ASC/caspase-1, beta-gal luminescence, 24 h | inhibition, % at 10 µM | 330,000 tested, 0.39% active;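 active = inhibition of 50% or more; inactive = inhibition below 50%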;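 note: plate controls were induced DMSO wells for no effect and uninduced yeast grown without galactose for full effect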
# APJ ag: agonists of human APJ apelin receptor; P35414; CHO-K1 APJ PathHunter beta-arrestin, luminescence; 0% DMSO wells, 100% apelin; activation, % at 20 µM; 330,000 tested, 0.11% active;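 active = activation more than six SD over the plate average, tested at 20 µM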;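 note: 0% = DMSO alone and 100% = apelin-13 at 10 nM; some results filed as inactive read as strong as hits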
# Target sequence (P35414 whole entry, looked up): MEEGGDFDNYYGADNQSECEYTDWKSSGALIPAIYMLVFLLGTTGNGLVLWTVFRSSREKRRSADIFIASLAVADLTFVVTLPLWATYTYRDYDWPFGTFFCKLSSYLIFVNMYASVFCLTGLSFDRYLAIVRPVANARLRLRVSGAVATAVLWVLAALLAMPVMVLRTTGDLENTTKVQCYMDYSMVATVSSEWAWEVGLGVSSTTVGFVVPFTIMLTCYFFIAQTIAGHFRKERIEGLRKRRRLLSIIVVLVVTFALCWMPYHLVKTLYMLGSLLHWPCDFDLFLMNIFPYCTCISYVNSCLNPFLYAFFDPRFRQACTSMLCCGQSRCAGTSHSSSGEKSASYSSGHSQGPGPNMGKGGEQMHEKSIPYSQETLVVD
#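 Assay system: engineered CHO-K1 APJ arrestin reporter cells; Amount: 1000 CHO-K1 reporter cells seeded per well; Dosing: one dose, 20 µM compound, 1% DMSO; Times: compound stimulation 90 min at 25 °C, detection 60 min; Measured by: luminescent beta-gal fragment complementation, chemiluminescent substrate; Read-out: APJ–arrestin association signal; Controls: DMSO vs Apelin-13 10 nM.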
# MIN6 prolif: MIN6 beta-cell proliferation induction | MIN6 cells proliferation, ATPlite luminescence, 48 h; cells starved in 0.2% serum; 100% = growth in 10% serum | proliferation, % at 10 µM | 330,000 tested, 0.29% active;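 active = compounds whose signal lies at least 3.5 SD above the mean of all wells on their plate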;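 note: 0% = DMSO-treated cells in low-serum medium and 100% = 10% serum control; some compounds called inactive have numbers as strong as hits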
# TIM10 inh: growth inhibitors of TIM10 yeast strain; S. cerevisiae TIM10 strain growth, BacTiter-Glo luminescence, 24 h; inhibition, % at 10 µM; 330,000 tested, 1.4% active; AID 463195;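 active = inhibition of 40% or more at the single tested concentration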;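 note: wild-type TIM10 isogenic control strain grown at permissive 25 °C; 0% = DMSO yeast wells and 100% = minimal medium wells without yeast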
# tim10-1 inh: tim10-1 yeast growth inhibition; inhibition, % at 20 µM; S. cerevisiae tim10-1 ts strain growth, BacTiter-Glo, 24 h; 330,000 tested, 2.2% active;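 active = inhibition of at least 40%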;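 note: mutant grown at 25 °C; 0% = DMSO wells with yeast and 100% = wells holding no yeast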
# tim23-1 inh: tim23-1 yeast growth inhibition | S. cerevisiae tim23-1 growth, BacTiter-Glo luminescence, 24 h | inhibition, % at 20 µM | 330,000 tested, 1.3% active;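 active = growth inhibition of the mutant yeast at or above 50%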;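 note: temperature-sensitive mutant grown at 25 °C; plate controls were DMSO-treated mutant yeast for no effect and medium wells lacking yeast for full effect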
# APJ antagonist: antagonists of human APJ apelin receptor. P35414. CHO-K1 APJ beta-arrestin complementation, luminescence. AID 2521. 330,000 tested, 0.32% active. inhibition, % at 20 µM;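 active = inhibition above about 40% at 20 µM, limit read from the data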;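 note: cells challenged with 10 nM apelin-13 agonist together with compound; plate controls were apelin-13 plus DMSO wells for no effect and DMSO wells lacking apelin-13 for full effect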
# * hit, by the source's call.
SMILES,MPTP inh,NR3A LBD binder,NLRP3 yeast inh,APJ ag,MIN6 prolif,TIM10 inh,tim10-1 inh,tim23-1 inh,APJ antagonist
CCn1c(SCC(=O)Nc2cc(S(=O)(=O)N3CCOCC3)ccc2OC)nnc1-c1ccncc1,0.2,-1,13,-1,-1,-2,-6,2,1
Cc1cc(-n2c(C)cc(C(=O)CSc3ccccn3)c2C)no1,0.6,1,21,-7,0,1,0,34,3
Cc1ccc(S(=O)(=O)N(C)CC(=O)N2CCCC2)cc1,-4.4,-2,10,1,0,-2,2,13,24
O=C(Cc1cccs1)Nc1cccc(C(=O)Nc2ccc(C(=O)O)cc2)c1,-2.3,23*,5,-3,3,-6,-8,-12,9
Cc1ccc2nc(Cc3ccc(N)cc3)oc2c1,-0.2,2,22,2,0,22,20,34,19
CC(=O)Nc1ccc(NC(=O)CSc2nnc3ccc(-c4ccc(F)cc4)nn23)cc1,1.7,0,9,1,-2,-4,1,0,-12
COc1ccc(CCNC(=O)c2cccc3c2C(=O)N(C2CCCCC2)C3)cc1OC,-0.2,0,17,0,3,20,22,46,16
Cc1ccc(S(=O)(=O)N2[C@@H](c3ccc(C(C)(C)C)cc3)C(C(=O)O)=CC[C@H]2c2ccc3c(c2)OCO3)cc1,1.7,-2,15,-2,-5,15,17,29,4
Cc1cccc(NC(=S)NC(=O)c2ccco2)c1C,-1.4,-1,12,-2,-5,25,31,56*,-4
O=C(Nc1nnc(Cc2ccc([N+](=O)[O-])cc2)s1)Nc1ccccc1F,10,-6,-9,-1,4,7,5,-5,-3
Cc1ccc(C)c(C(=O)CSc2nnnn2-c2cccnc2)c1,0.1,3,24,-1,-1,25,32,8,-7
CCOc1ccc(-c2cc(NC(=O)Cn3ncc4c3-c3ccccc3OC4)on2)cc1OCC,-0.8,-7,10,8,-4,3,20,14,9
Oc1ccc2ccccc2c1C=Nc1ccccc1-c1nc2ccccc2[nH]1,3.3,-4,5,0,-4,15,39,52*,-6
Cn1c(N=NC(=O)c2ccccc2)c(O)c2ccccc21,7.9,-4,32,-2,-3,30,33,39,-3
COC(=O)c1[nH]c2ccccc2c1NC(=O)CN1CCCCCC1,-0.2,2,2,-4,-4,-1,4,8,2
COC(=O)c1ccc(CN2C(=O)NC(CC(C)C)C2=O)cc1 (centres undefined),0.3,0,13,-3,1,13,11,-8,-8
CCOC(=O)N1CCN(Cc2nc3cc([N+](=O)[O-])ccc3n2C)CC1,-0.3,-2,11,-1,-1,-4,27,17,-1
Cc1cc(-c2ccc(S(=O)(=O)N3CCN(c4cccc(C(F)(F)F)c4)CC3)s2)on1,1.6,-7,5,-3,1,4,-2,11,-7
O=C(COc1cc2oc(=O)c3c(c2cc1Cl)CCC3)NCCCN1CCOCC1,-2.7,-3,12,-2,1,-8,11,-7,9
CN(C)c1ccc(/C=C2/NC(=O)NC2=O)cc1,2.0,-3,7,-1,-4,26,10,-4,3

# Reprinted at random: 2 entries already listed, in no set order.
SMILES,MPTP inh,NR3A LBD binder,NLRP3 yeast inh,APJ ag,MIN6 prolif,TIM10 inh,tim10-1 inh,tim23-1 inh,APJ antagonist
Cc1cccc(NC(=S)NC(=O)c2ccco2)c1C,-1.4,-1,12,-2,-5,25,31,56*,-4
Cc1cc(-c2ccc(S(=O)(=O)N3CCN(c4cccc(C(F)(F)F)c4)CC3)s2)on1,1.6,-7,5,-3,1,4,-2,11,-7

# Molecules listed so far that contain a nitro group on carbon:
SMILES,MPTP inh,NR3A LBD binder,NLRP3 yeast inh,APJ ag,MIN6 prolif,TIM10 inh,tim10-1 inh,tim23-1 inh,APJ antagonist
O=C(Nc1nnc(Cc2ccc([N+](=O)[O-])cc2)s1)Nc1ccccc1F,10,-6,-9,-1,4,7,5,-5,-3
CCOC(=O)N1CCN(Cc2nc3cc([N+](=O)[O-])ccc3n2C)CC1,-0.3,-2,11,-1,-1,-4,27,17,-1

# (list continues)
SMILES,MPTP inh,NR3A LBD binder,NLRP3 yeast inh,APJ ag,MIN6 prolif,TIM10 inh,tim10-1 inh,tim23-1 inh,APJ antagonist
CN(C)c1nc2ccccc2c(N)c1-c1ccccc1,-1.4,1,-5,-6,1,4,2,8,9
Cc1ccc(S(=O)(=O)N2CCN(CCOc3cccc(C)c3)CC2)cc1,0.0,1,16,-4,0,3,15,43,-4
CC(=O)N/C(=C\c1cccs1)C(=O)O,-0.6,0,-3,-5,-2,23,-1,13,-41
O=C1/C(=C/c2cccc3ccccc23)CCCc2ccccc21,1.1,2,30,-1,-4,14,27,29,-24
CCCCOC(=O)Nc1cc(C)c(Cl)cc1OC,1.2,1,4,-4,2,13,21,11,9
CCCC(=O)Nc1cc(C(F)(F)F)ccc1N1CCOCC1,0.9,-1,15,-2,3,-5,5,14,9
O=C(COc1ccc2c(c1)C(=O)CC1(CCCCC1)O2)NCc1ccccn1,-0.4,-1,17,-2,0,13,13,20,1
Fc1ccc(N2CCN(C3=Nc4cccc5cccc3c45)CC2)cc1,0.7,1,36,-5,-1,-27,3,-20,12
O=C(Nc1ccc(N2CCCCC2)cc1)c1cncc(Br)c1,0.1,1,21,-1,-2,4,19,12,1
Cc1nn(CC(=O)N/N=C/c2ccc3c(c2)OCO3)c(C)c1Br,0.7,-10,12,-1,-1,15,12,7,9
O=C1C=C(c2cccc(Br)c2)C[C@@H](c2ccc3c(c2)OCO3)C1,-1.1,-1,14,1,-4,-9,8,-8,0
CCCC(=O)N(CCN1CCOCC1)c1nc2c(C)cccc2s1,0.7,2,8,-3,-2,2,-5,10,7
c1ccc(Nc2nc3ccccc3o2)cc1,-1.9,1,9,-3,-5,31,14,29,-2
CC1CCc2c(sc(NC(=O)c3ccc(N4C(=O)CCC4=O)cc3)c2C(N)=O)C1 (centres undefined),0.2,-8,20,0,-1,15,6,17,-5
CCCCNC(=S)N/N=C/c1cccc(OCC)c1O,1.8,1,2,-1,0,-18,-4,-1,-1
CC(C)c1nnc(NC(=O)CCS(=O)(=O)Cc2ccccc2)s1,0.7,2,-1,-2,-1,10,-26,-6,-2
COc1ccccc1Cn1c(=S)[nH]c2cc(C(=O)N3CCC(C(N)=O)CC3)ccc2c1=O,-0.6,3,7,-2,-4,0,7,22,15
CCCN(C(=O)CSc1nnnn1C)C1CCS(=O)(=O)C1 (centres undefined),-1.1,-1,14,-1,-4,-7,1,0,-25
CS(=O)(=O)N1CCCC(C(=O)Nc2ccc(F)cc2F)C1 (centres undefined),-1.3,1,9,1,-2,-10,9,5,5
Cc1cc(C)n2nc(SCc3ccc(C#N)cc3)nc2n1,1.4,0,-1,-5,-4,4,-13,22,20
CCNc1nc(NCC)n2c(SCC(=O)Nc3ccccc3F)nnc2n1,-2.4,0,10,9,2,9,13,-4,18
CCC(=O)c1ccc(OCC(=O)OCC(=O)NCc2cccs2)cc1,0.5,0,10,3,0,1,6,13,17
CC1CCN(S(=O)(=O)c2cnc[nH]2)CC1,-2.7,-1,5,-1,-1,11,-3,5,23
O=C(O)C1C2C=CC(C3CC23)C1C(=O)O (centres undefined),-0.4,0,1,2,2,2,-10,2,14
O=C(c1cccc(C(F)(F)F)c1)C1CCCN(Cc2cccc(OCCO)c2)C1 (centres undefined),38,-2,7,-2,-2,-10,22,7,2
O=C(Nc1ccccc1N1CCOCC1)c1ccc(OCc2cscn2)cc1,-0.1,-2,20,-1,0,20,15,23,12
O=C(NC(=S)NCc1ccccc1)C1CC1,-1.9,-1,32,-3,0,-1,26,12,-14
Cc1ccc(NC(=O)c2ccnc(C(C)(C)C)c2)cc1,0.0,1,14,-1,-3,13,31,18,-12
CCOC(=O)c1csc(NC(=O)CN2CCOCC2)n1,-1.0,1,19,-3,-1,-16,-2,6,-14
CCOC(=O)c1nc2cc3n(c(C)c-2c1C)C(C)C(C)=C3C (centres undefined),0.1,-8,17,0,0,-28,-3,0,-8
Cc1cc(C)cc(NC(=O)c2cccc3c2C(=O)N(C2CCCCC2)C3)c1,2.6,1,2,-3,-3,1,13,9,13
CCOc1ccc(N2C(=O)S/C(=C\c3ccc(O)c(OC)c3)C2=O)cc1,2.7,-1,17,-5,0,-10,1,-13,31
COc1cccc(C(=O)NC(=S)N2CCN(c3ccc(C(F)(F)F)cc3[N+](=O)[O-])CC2)c1,29,-3,-6,-2,-1,14,10,-5,12
CCc1ccccc1NC(=S)N(Cc1cccnc1)Cc1ccco1,-0.7,-3,8,-4,1,17,12,16,7
COc1ccc(N2C(=O)CSCC2=O)cc1OC,-0.1,0,-19,-3,2,0,7,4,-8
COc1ccc(C2CCN(Cc3cccnc3)CC2O)cc1 (centres undefined),-1.3,0,8,4,0,5,-4,17,9
COc1cccc(CN(C)C(=O)CNC(=O)c2ccc(-c3ccccc3)cc2)c1OC,3.8,2,30,1,0,9,-28,25,22
CCOC(=O)c1c(C(=O)OCC)c(C)n(CCc2ccc(OC)c(OC)c2)c1C,1.5,-1,-3,-2,0,32,29,18,-2
Cc1c(C(=O)N2CCCCC2)c(S(=O)(=O)Nc2ccc(F)cc2F)c(C)n1C,-0.5,-3,14,0,3,7,6,8,-12
CC1=C(C(=O)Nc2ccc(F)cc2)C(c2ccc(C)o2)C2=C(CC(C)(C)CC2=O)N1 (centres undefined),-1.5,0,5,-2,0,5,18,15,4
COc1ccc(CCCc2n[nH]c(=S)n2C)cc1C,0.9,0,18,1,-2,17,25,2,5
CC(C)Sc1cc(N2CCOCC2)nc(-c2ccc(Cl)cc2)n1,6.7,0,20,-2,-6,-10,-8,-12,6
Cc1ccc(NC(=S)N2CCN(S(C)(=O)=O)CC2)cc1,-0.7,-1,-6,-6,-3,3,0,-8,-10
COc1ccc2cc(C(N)=O)c(=Nc3ccccc3)oc2c1,1.8,0,20,-4,2,-9,-1,-4,5
O=c1[nH]c(CN(CCc2ccccc2)S(=O)(=O)c2ccc(Cl)cc2)nc2ccccc12,-0.2,-2,8,-3,0,14,19,13,-19
Cc1ccc(S(=O)(=O)NCCS(=O)(=O)N2CCN(c3ccccc3)CC2)cc1,-0.1,-1,6,-1,-3,18,12,18,13
O=C(CNC(=O)c1ccco1)OCc1ccc(Br)cc1,-1.8,3,13,4,-3,-5,-27,2,-14
O=C(C1CC1)N1CCC(Oc2cccc(C(=O)N3CCCCC3CCO)c2)CC1 (centres undefined),-2.2,0,9,-7,-4,1,8,-4,1
COc1ccc(CCNc2oc(-c3ccco3)nc2C#N)cc1,2.7,1,42,-1,-1,52*,42*,64*,2
C/C(=N/N=C/c1ccccc1O)c1ccccc1O,0.4,1,35,-1,-3,5,7,8,7
N#Cc1c(-c2ccccc2)nc2n1CCS2,0.3,0,-15,0,-2,16,27,17,-8
Cc1ccc(-c2nnn3c2nc(NCCc2ccc(S(N)(=O)=O)cc2)c2ccccc23)cc1,2.1,86*,7,2,0,-1,14,8,2
COc1ccccc1CCNC(=O)c1ccoc1C,-1.9,-1,-3,-6,3,3,12,5,-1
CCC(Sc1nc(N)c(NC(=O)c2ccc(OC)cc2)c(=O)[nH]1)C(=O)O (centres undefined),2.5,0,-5,-1,-2,-1,10,13,0
O=C1CC(CCC(=O)NC2CC2)c2ccccc2N1 (centres undefined),0.7,1,8,-1,4,-13,3,1,18
Cc1cc2n(n1)C(c1ccc(N(C)C)cc1)Nc1ccccc1-2 (centres undefined),4.3,5,14,-1,-2,40*,34,55*,6
COc1cc(N)c(Br)cc1C(=O)O,-0.7,0,15,-3,-2,-12,-11,14,5
Cc1cccc(C)c1NC(=O)N1CC=C(n2c(=O)[nH]c3ccccc32)CC1,-7.6,-1,4,-2,-4,1,11,13,16
CN(C)C1=NC(=O)/C(=C\c2ccccc2)S1,2.7,-1,12,-3,-2,-4,-7,10,-8

# Compound activity deposited in PubChem by Sanford-Burnham Center for Chemical Genomics.
